Compound activity from PubChem.
human PMI inhibition – inhibitors of human PMI, primary screen, biochemical, fluorescence intensity, coupled assay (AID 1209). purified PMI enzyme, coupled fluorescence intensity; higher % means a stronger effect. one-dose inhibition, % at 20 µM; IC50 in µM for titrated hits. hit rate 0.42% among 190,000;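 note: plate controls were DMSO vehicle for no effect and wells lacking substrate for full effect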
K1F lysis inhibition – inhibition of K1F phage lysis, E. coli UTI89, bacterial capsule biogenesis inhibitors, alamar blue (AID 488966); E. coli UTI89 K1F phage lysis, alamar blue, 2 h; higher % means a stronger effect; inhibition, % at 100 µM; hits with a dose series show IC50 in µM; hit rate 0.02% among 340,000;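 active = phage lysis inhibition, versus mean bacterial control, above a set limit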;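 note: capsule biogenesis inhibitors block K1F phage lysis so surviving cells raise fluorescence; higher fluorescence means more inhibition of phage lysis; actives were called in the ten point dose series up to 300 µM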
XIAP displacement – XIAP antagonists, biochemical, IAP family, fluorescence polarization (AID 1018) | E3 ubiquitin-protein ligase XIAP (Homo sapiens) | XIAP BIR domain, fluorescence polarization peptide displacement; higher % means a stronger effect | one-dose displacement, % at 20 µM; IC50 in µM for titrated hits | hit rate 0.007% among 200,000; in the data active = displacement above about 50%; note: a part of the inactive calls stands beside numbers as strong as those of hits
Hep lipid drop – inhibitors of hepatocyte lipid droplet formation, primary screen, imaging, high-throughput imaging, BODIPY stain | AML12 mouse hepatocytes, oleate lipid droplets | inhibition, % at 6.5 µM | hit rate 0.4% among 240,000 | AID 1656, 2009;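 active = lipid droplet intensity inhibited by at least 50%, with more than 500 cells counted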
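Material – AML12 mouse liver cells · Also added – oleate loading, 100 µM · Compound dosing – 6.5 µM single-point dosing · Times – overnight treatment with compound plus oleate · Measured by – fluorescence imaging, 20x objective, two fields per well · Read-out – percent inhibition of filter-corrected integrated lipid droplet intensity per well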
PMI inhibition – human PMI inhibitors, high substrate, primary screen, biochemical, fluorescence intensity, high mannose 6-phosphate (AID 1220); inhibition, % at 20 µM, or IC50 in µM where a hit was titrated; recombinant PMI enzyme, coupled fluorescence intensity; higher % means a stronger effect; Mannose-6-phosphate isomerase (Homo sapiens); hit rate 0.66% among 190,000
M17LAP inhibition – P. falciparum M17LAP inhibitors, primary screen, biochemical, fluorogenic H-Leu-NHMec substrate, 1536-well (AID 1619); inhibition, % at 30 µM, or IC50 in µM where a hit was titrated; hit rate 0.38% among 220,000; recombinant M17LAP, H-Leu-NHMec fluorogenic kinetic assay; higher % means a stronger effect; Leucine aminopeptidase (Plasmodium falciparum (isolate 3D7));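 active = compound inhibiting the enzyme by more than half at any dose during confirmatory dose-response retesting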;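 note: plate controls were full reaction with DMSO carrier for no effect and no enzyme background for full effect; strong numbers were not always called active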
TNAP activators – human TNAP enzyme activators, primary screen, biochemical, luminescent, no phosphate acceptor, uHTS (AID 1001); purified TNAP, luminescent activation assay, no phosphate acceptor; higher activation fold means a stronger effect; activation fold at 20 µM, or EC50 in µM where a hit was titrated; hit rate 0.03% among 200,000; in the data active = activation fold from about 3, or a potency from the dose series; inactive = the rest, 99 in 100 with activation fold below about 1.6; note: many of its hits are not listed in these tables
SIAH1 antagonists – Siah-1 peptide-binding antagonists, primary screen, biochemical, fluorescence polarization, rhodamine-plectin, uHTS (AID 1817); E3 ubiquitin-protein ligase SIAH1 (Homo sapiens); Siah-1 / rhodamine-plectin peptide fluorescence polarization; higher % means a stronger effect; displacement, % at 20 µM; hits with a dose series show IC50 in µM; hit rate 0.02% among 290,000;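 active = displacement of at least 50% at 20 µM, with a fluorescence ratio check between 0.3 and a set limit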;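 note: plate controls were Siah plus tracer with DMSO for no effect and tracer alone without Siah for full effect; strong numbers were not always called active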
P. falciparum M1AAP – P. falciparum M1AAP inhibitors, biochemical, fluorogenic H-Leu-NHMec substrate, 1536-well (AID 1445); recombinant M1AAP, H-Leu-NHMec fluorogenic kinetic assay; higher % means a stronger effect; inhibition, % at 30 µM; hits with a dose series show IC50 in µM; hit rate 0.42% among 220,000;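 active = primary inhibition above the hit cutoff, then over 50% inhibition at one or more dose response concentrations, cut at about 23% in these data, passing the limit was not always enough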;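 note: plate controls were DMSO full reaction for no effect and no enzyme background for full effect; strong numbers were not always called active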
Hep lipid drop cells 6.5 µM – also measured in Hep lipid drop; calls as there; cell count; measured here: cell count, cytotoxicity flag;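 cells counted across two imaged fields per well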
The depositor's hits bear a star; . = not tested or not shown. Cut-off read from the data, not from the text of the source, unless noted: active = inhibition above about 50%; inactive = the rest.

Start of the listing, in advance (3 entries):
1) COc1ccc(CN=Cc2[nH]c3ccc(Br)c(Cl)c3c2O)cc1
2) Nn1cnnc1N/N=C/c1cc(Br)cc(Br)c1O
3) C=CCSc1nc2nc(C)cc(C)n2n1

screen / no. | 1 | 2 | 3
human PMI inhibition | 7% | 25% | 14%
K1F lysis inhibition | 4.3% | -1.3% | 0.4%
XIAP displacement | -13% | -21% | -3.6%
Hep lipid drop | -3 | . | 13
Hep lipid drop cells 6.5 µM | 631 | . | 729
PMI inhibition | -1% | 10% | 4%
M17LAP inhibition | 8% | 40% | 9%
TNAP activators | 0.8 | 2.3 | 1.1
SIAH1 antagonists | -1% | 1% | -1%
P. falciparum M1AAP | 9% | 34% | 9%

The whole of this part (from the top)
1) COc1ccc(CN=Cc2[nH]c3ccc(Br)c(Cl)c3c2O)cc1
2) Nn1cnnc1N/N=C/c1cc(Br)cc(Br)c1O
3) C=CCSc1nc2nc(C)cc(C)n2n1
4) O=C(CN1CCN(c2cccc(Cl)c2)CC1)N1CCCC1
5) CCCc1cc(C(=O)NNC(=S)NC(C)c2ccccc2)cs1 (stereo not given)
6) O=C(NCc1cccnc1)NC1(C(F)(F)F)Oc2ccccc2O1
7) CN(CCC1CCOCC1)C(=O)CC1C(=O)NCCN1C/C=C/c1ccccc1 (stereo not given)
8) Cc1cccc(OCC(=O)N2CCC(N3CCOCC3)CC2)c1
9) CC12CCC(=O)N1c1c(sc3nc(N4CCOCC4)c4c(c13)CCCC4)C(=O)N2 (stereo not given)
10) Cc1ccc(Oc2nc3c(C)cccn3c(=O)c2/C=C(\C#N)C(N)=O)cc1

screen / no. | 1 | 2 | 3 | 4 | 5 | 6 | 7 | 8 | 9 | 10
human PMI inhibition | 7% | 25% | 14% | 7% | -14% | 5% | 6% | 17% | 18% | .
K1F lysis inhibition | 4.3% | -1.3% | 0.4% | 1.4% | 10% | 2.3% | 0.2% | 4.9% | -1.1% | -0.8%
XIAP displacement | -13% | -21% | -3.6% | -3.7% | -3.2% | -4.0% | -3.8% | 1.1% | -6.8% | .
Hep lipid drop | -3 | . | 13 | 2 | . | . | -2 | -10 | 9 | -3
Hep lipid drop cells 6.5 µM | 631 | . | 729 | 748 | . | . | 717 | 720 | 779 | 693
PMI inhibition | -1% | 10% | 4% | 4% | -17% | 3% | 8% | 4% | 19% | .
M17LAP inhibition | 8% | 40% | 9% | 16% | 17% | 15% | 5% | 2% | -123% | -46%
TNAP activators | 0.8 | 2.3 | 1.1 | 1.1 | 1.6 | 0.8 | 1 | 1.1 | 1.1 | .
SIAH1 antagonists | -1% | 1% | -1% | 5% | -5% | 4% | 0% | 0% | -1% | 6%
P. falciparum M1AAP | 9% | 34% | 9% | 5% | -15% | -7% | 3% | -5% | 12% | -1%

11) O=C(Nc1cccc(-c2nc3ccccc3[nH]2)c1)c1cccc(NC(=O)c2ccco2)c1
12) COCCn1cc(C(=O)N2CCN(C)CC2)c2c3ccccc3n(C)c2c1=O
13) O=C(NC(=S)Nc1ccc2c(c1)OCCO2)c1ccc(F)cc1Cl
14) CC1(C)CC(=O)C2=C(C1)OC(N)=C(C#N)C21C(=O)N2CCCc3cccc1c32 (stereo not given)
15) CC(O)C(NS(=O)(=O)c1ccc(Cl)cc1)C(=O)OCC(=O)N1CCN(c2ccccc2)CC1 (stereo not given)
16) CCN(CC)S(=O)(=O)c1cc(NC(=O)Cc2n[nH]c(=O)c3ccccc23)ccc1C
17) Cc1cc(C)c2c(N)c(C(=O)N/N=C/c3cccs3)sc2n1
18) Cc1cc(C)n2ncc(/C(N)=N/OC(=O)Nc3ccc(Cl)cc3)c2n1
19) Cc1cccc(NC(=O)Nc2cccc(F)c2)n1
20) CCCCc1nnc(NC(=O)CC(=O)Nc2ccccc2C(=O)O)s1

screen / no. | 11 | 12 | 13 | 14 | 15 | 16 | 17 | 18 | 19 | 20
human PMI inhibition | 18% | 2% | 15% | 20% | 1% | . | . | . | -3% | 1%
K1F lysis inhibition | 1.5% | 1.9% | 0.3% | 5.0% | 1.7% | 0.2% | . | . | 1.2% | 0.8%
XIAP displacement | -194% | -0.6% | -4.7% | 2.1% | -5.7% | . | . | . | -5.5% | -13%
Hep lipid drop | -8 | . | -2 | -1 | 7 | 5 | 41 | -2 | . | -5
Hep lipid drop cells 6.5 µM | 680 | . | 682 | 704 | 704 | 720 | 668 | 744 | . | 776
PMI inhibition | 17% | -4% | 10% | 10% | 0% | . | . | . | -4% | -1%
M17LAP inhibition | 4% | -8% | -8% | 3% | 17% | -1% | 10% | -5% | -2% | 35%
TNAP activators | 1.1 | 1.1 | 1 | 1.1 | 1.1 | . | . | . | 1.1 | 1.1
SIAH1 antagonists | 5% | -4% | 1% | -2% | 5% | 15% | -1% | -4% | -5% | -3%
P. falciparum M1AAP | 4% | 3% | 15% | 3% | 11% | 2% | 3% | -3% | 6% | 11%

21) CC(C)(C)OC(=O)CNC(=O)c1[nH]cnc1C(=O)Nc1ccc(CNC(=O)OC(C)(C)C)cc1
22) CC(C)CN(CC(C)C)C(=S)NC1CCCCC1
23) Cc1ccc(CSc2nc3ncccc3[nH]2)cc1
24) O=C(Nc1ccccc1)NC1CC2CCC(C1)N2Cc1nnnn1Cc1ccc2c(c1)OCO2 (stereo not given)
25) O=C(NC(=S)Nc1cccc(Cl)c1N1CCCCC1)c1ccco1
26) Cc1cc(C)cc(-n2nnc(C(=O)NCc3ccc4c(c3)OCO4)c2N)c1
27) C#CCn1c(=NC(=O)CN2C(=O)CCC2=O)sc2cccc(C)c21
28) O=C(c1ccccn1)N(Cc1ccco1)C1(C(=O)NC2CCCCC2)CCCCC1
29) CC(=O)c1ccc2noc(-c3cccc(C)c3)c2c1
30) COc1ccc(-n2c(COc3cccc4cccnc34)nnc2SCC(=O)O)cc1

screen / no. | 21 | 22 | 23 | 24 | 25 | 26 | 27 | 28 | 29 | 30
human PMI inhibition | . | -6% | 12% | 2% | 15% | 7% | 4% | -4% | -40% | 10%
K1F lysis inhibition | 0.7% | 3.8% | 0.8% | -0.2% | 4.7% | 0.6% | 2.2% | 0.3% | -0.4% | -0.1%
XIAP displacement | . | -11% | -4.4% | -1.8% | -3.1% | -4.0% | -6.0% | -4.4% | -6.3% | -3.7%
Hep lipid drop | -6 | -9 | . | -2 | . | 2 | . | -24 | -30 | 2
Hep lipid drop cells 6.5 µM | 683 | 600 | . | 775 | . | 762 | . | 763 | 673 | 755
PMI inhibition | . | -5% | 16% | -2% | 12% | 1% | 8% | -6% | -56% | 7%
M17LAP inhibition | 6% | -7% | 4% | -3% | -1% | 4% | 3% | 1% | 8% | -3%
TNAP activators | . | 1 | 1.1 | 1.4 | 0.9 | 1.1 | 1.1 | 1.1 | 0.9 | 1
SIAH1 antagonists | -4% | 0% | 0% | 2% | 4% | 3% | 4% | -1% | -6% | 2%
P. falciparum M1AAP | -12% | 7% | -5% | -7% | 12% | 0% | 6% | 0% | 6% | -2%

31) COC(=O)c1ccccc1NC(=O)CSc1nc(N)cc(N)n1
32) CN(C)S(=O)(=O)c1cccc(C(=O)NCCCn2ccnc2)c1
33) CC(C)n1c(=O)[nH][nH]c1=S
34) COc1cccc(NC(=O)CN(C)CC(=O)NC(C)c2ccccc2)c1 (stereo not given)
35) COc1cc(NC(=O)c2cc3ccccc3o2)c(OC)cc1Br
36) Cn1c(=O)c2ncn(CC(=O)N=Nc3c(O)[nH]c4ccccc34)c2n(C)c1=O
37) N=c1n(Cc2ccccc2)c2ccccc2n1CC(O)COc1ccccc1 (stereo not given)
38) c1ccc(-c2nn[nH]n2)nc1
39) CCc1ccc(S(=O)(=O)Nc2c(C)nn(C)c2C)cc1
40) O=C(O)/C=C\C(=O)Nc1ccc(OCc2ccccc2)cc1

screen / no. | 31 | 32 | 33 | 34 | 35 | 36 | 37 | 38 | 39 | 40
human PMI inhibition | 6% | 8% | . | . | 3% | -10% | -1% | . | -2% | 1%
K1F lysis inhibition | 0.2% | 1.4% | . | 0.3% | 1.8% | . | 0.1% | -0.9% | 2.2% | -0.4%
XIAP displacement | -1.9% | -7.7% | . | . | -2.5% | -9.9% | 2.5% | . | -6.3% | -5.1%
Hep lipid drop | . | 8 | 16 | -4 | . | . | . | -1 | 10 | 16
Hep lipid drop cells 6.5 µM | . | 669 | 712 | 710 | . | . | . | 718 | 768 | 639
PMI inhibition | -1% | 13% | . | . | 11% | -6% | -4% | . | 2% | 17%
M17LAP inhibition | 55% | 1% | 8% | -3% | 4% | -4% | 12% | 10% | -3% | 27%
TNAP activators | 1.1 | 1.1 | . | . | 1 | 1.2 | 1.2 | . | 0.9 | 1
SIAH1 antagonists | -1% | 2% | 4% | -4% | -5% | -1% | 2% | 2% | -7% | 5%
P. falciparum M1AAP | 7% | 5% | -1% | 0% | -7% | 13% | 9% | 3% | 4% | 12%

41) COc1ccccc1NC(CC(=O)c1ccccc1)C(=O)OCC(=O)c1ccc(Br)cc1 (stereo not given)
42) C[C@H](NC(N)=O)C(=O)OCC(=O)Nc1ccc(OC(F)F)cc1
43) COc1ccc(OCC(=O)N/N=C/c2ccc(N(C)C)cc2)cc1
44) Cn1c(=O)n(/N=C/c2ccccc2)c2ccccc21
45) CCOc1ccc(N(CC(=O)NCc2cccs2)S(=O)(=O)c2c(C)noc2C)cc1
46) CN1CCN(C(=O)CCc2nc(-c3ccc(Cl)cc3)no2)CC1
47) CCOC(=O)C1=C(Cc2ccc(F)cc2)C(=O)c2ccccc2C1=O
48) Cc1nn(CC(=O)c2ccc(Cl)cc2Cl)c(C)[n+]1N

screen / no. | 41 | 42 | 43 | 44 | 45 | 46 | 47 | 48
human PMI inhibition | 12% | -11% | 8% | 4% | 2% | 5% | -20% | 15%
K1F lysis inhibition | 0.4% | 0.4% | 0.5% | 8.9% | -3.9% | 0.4% | -0.8% | 6.0%
XIAP displacement | -5.0% | -9.1% | -3.2% | -2.2% | -2.3% | -2.8% | -3.0% | -5.1%
Hep lipid drop | -3 | 0 | 10 | 2 | . | 1 | 19 | -2
Hep lipid drop cells 6.5 µM | 577 | 703 | 660 | 658 | . | 693 | 806 | 681
PMI inhibition | 8% | -6% | 17% | 7% | 0% | 0% | -42% | 12%
M17LAP inhibition | -1% | -6% | 2% | 9% | 10% | -2% | -5% | 0%
TNAP activators | 1.1 | 1.1 | 1.1 | 1.2 | 1.2 | 1.4 | 0.7 | 1
SIAH1 antagonists | 1% | -4% | 0% | 7% | 1% | 0% | -1% | 0%
P. falciparum M1AAP | 6% | -1% | 15% | 6% | -12% | 5% | 8% | -3%

Entries by screen from above:
Compounds 42–48 in P. falciparum M1AAP read -1%, 15%, 6%, -12%, 5%, 8%, -3%
Compounds 42–48 in M17LAP inhibition read -6%, 2%, 9%, 10%, -2%, -5%, 0%
